Compound activity as filed in PubChem.
RAM network inh: blocks the yeast RAM network | hit rate 1.8% among 190,000 | AID 868 | inhibition, % at 50 µM | S. cerevisiae dse1pr::URA3 reporter, 5-FOA growth OD615, 2 d; analog-sensitive cbk1-as2 kinase mutant strain;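 active means inhibition above a set limit, 3 SD over mean compound inhibition, cut at about 8.4% in these data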;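 further: 0% = DMSO-only wells with no growth and 100% = 10 µM 1-NA-PP1 full growth; inhibition rescues growth on 5-FOA so higher OD means more RAM inhibition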
SRC2 TRFRET art: TR-FRET artefact, counter-screen to PPARgamma/SRC-2 agonist assay; hits give high values; TR-FRET ratio at 8 µM; hit rate 0.4% among 200,000; AID 1049; in the data active means TR-FRET ratio above about 2000; further: inactives centre near 1500; reference of the scale not given here
PPARg SRC-2 ag: PPARgamma-driven SRC-2 recruitment agonism | P37231 | PPARgamma LBD-SRC-2 recruitment, biochemical | AID 1032 | activation, % at 8 µM | hit rate 0.34% among 200,000; in the data active means activation above about 22%;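 further: 0% = vehicle and 100% = reference agonist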
DTT redox prof: compounds producing H2O2 with reducing agent – biochemical, NIH compound library profiling, artefact control for MLSCN library redox annotation, primary screen. activation, % at 10 µM. hit rate 0.03% among 200,000. DTT-dependent redox cycling H2O2, phenol red/HRP absorbance; 100% = 100 µM peroxide control, 0% = buffer;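 active means activation of at least 50% relative to the plate's high and low controls in the primary single-dose screen; inactive means activation below 50%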;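 further: compound incubated with DTT at 0.8 mM final as the reducing agent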
S1P3 antagonist: S1P3 (human) receptor antagonism. hit rate 0.27% among 170,000. CHO S1P3 NFAT-BLA reporter, FRET fluorescence, antagonist mode. Q99500. inhibition, % at 4.98 µM;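 active means inhibition above the plate cutoff, the mean inhibition of test wells on that plate plus 3 SD, cut at about 28% in these data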;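 further: cells challenged with S1P at its EC80 of 0.8 µM; blue over green emission ratio from cleaved BLA substrate after 4 h stimulation; 0% = S1P-stimulated wells and 100% = unstimulated DMSO-only wells; some compounds past the cut are filed as inactive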
Target sequence (Q99500 whole entry, looked up): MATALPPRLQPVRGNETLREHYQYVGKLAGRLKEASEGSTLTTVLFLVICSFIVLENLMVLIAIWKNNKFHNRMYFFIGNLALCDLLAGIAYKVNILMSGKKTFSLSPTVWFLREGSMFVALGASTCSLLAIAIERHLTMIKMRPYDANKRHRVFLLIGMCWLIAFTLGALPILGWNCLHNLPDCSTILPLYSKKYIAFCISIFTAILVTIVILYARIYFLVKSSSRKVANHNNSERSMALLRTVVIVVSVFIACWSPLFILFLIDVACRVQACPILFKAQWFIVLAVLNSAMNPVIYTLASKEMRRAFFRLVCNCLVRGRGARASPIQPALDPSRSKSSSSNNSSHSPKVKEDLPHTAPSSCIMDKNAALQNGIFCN
PPARg SRC-1 ag: agonists of human PPARgamma SRC-1 coactivator recruitment. P37231. activation, % at 8 µM. AID 631. hit rate 0.41% among 200,000. PPARgamma-SRC-1 coactivator recruitment biochemical assay; in the data active means activation above about 19%;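 further: 0% = DMSO and 100% = reference agonist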
Lmaj promast: inhibitors of Leishmania major promastigote growth; Leishmania major promastigotes, resazurin fluorescence viability; hit rate 9% among 200,000; AID 1063; inhibition, % at 10 µM; in the data active means inhibition above about 50%;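 further: promastigotes grown with compound for 44 hours at 28 °C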
ROMK mod: modulators of human ROMK potassium channel. Tet-inducible ROMK, thallium flux fluorescence; actives lie on both sides. B-score at 10 µM. hit rate 2% among 130,000;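 active means signal ratio slope over the read window, or its plate-corrected B-score, at least 3 SD from the plate mean, either direction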;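 further: B-score of the F/F0 ratio slope over 7 to 12 s after thallium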
Target sequence (P48048 whole entry, looked up): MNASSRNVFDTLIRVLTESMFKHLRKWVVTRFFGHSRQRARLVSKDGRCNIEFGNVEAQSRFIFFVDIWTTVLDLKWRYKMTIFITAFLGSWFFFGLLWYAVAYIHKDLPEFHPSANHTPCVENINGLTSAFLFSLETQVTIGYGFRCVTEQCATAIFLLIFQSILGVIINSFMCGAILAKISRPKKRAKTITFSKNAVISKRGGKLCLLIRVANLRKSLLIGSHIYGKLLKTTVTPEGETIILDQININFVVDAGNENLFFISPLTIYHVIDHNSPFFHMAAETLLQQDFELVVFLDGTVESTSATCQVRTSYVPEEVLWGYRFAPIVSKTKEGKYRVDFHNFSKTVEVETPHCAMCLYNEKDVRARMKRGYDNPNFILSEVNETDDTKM
Efa HMGR inh: blocks class II HMG-CoA reductase of Enterococcus faecalis | purified E. faecalis HMGR, NADPH absorbance 340 nm kinetic | inhibition, % at 10 µM | hit rate 0.41% among 190,000 | AID 1066;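 active means inhibition above a set limit, the median over all tested compounds plus 3 SD, cut at about 9.5% in these data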;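 further: enzyme runs in reverse so mevalonate oxidation gives rising NADPH absorbance; 0% = complete reaction with DMSO and 100% = background rate lacking mevalonate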
bIAP inhibitor: intestinal alkaline phosphatase (bovine) inhibition; purified bovine IAP, CDP-star luminescence, 30 min; inhibition, % at 20 µM; 190,000 tested, under 10 active;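 active means over 50% inhibition of intestinal alkaline phosphatase at 20 µM in the single-dose screen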
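Assay system: bovine IAP enzyme; medium: DEA buffer 100 mM, pH 9.8, with MgCl2 1.0 mM, ZnCl2 0.02 mM; doses: 20 µM single dose; incubation: enzyme reaction for 30 min at room temperature; detection: CDP-star luminescence signal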
PPARg SRC-3 ag: agonists of human PPARgamma SRC-3 coactivator recruitment | P37231 | biochemical PPARgamma/SRC-3 coactivator recruitment assay | activation, % at 8 µM | hit rate 0.26% among 200,000; in the data active means activation above about 23%;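 further: 0% = DMSO and 100% = reference agonist; some compounds past the cut are filed as inactive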
* hit, by the source's call; . = not tested or not shown.

The first 2 records, ahead of the listing:
Labels used below: A = RAM network inh; B = SRC2 TRFRET art; C = PPARg SRC-2 ag; D = DTT redox prof; E = S1P3 antagonist; F = PPARg SRC-1 ag; G = Lmaj promast; H = ROMK mod; I = Efa HMGR inh; J = bIAP inhibitor; K = PPARg SRC-3 ag
> COc1cc(/C=N/NC(=O)CCc2c(C)n[nH]c2C)ccc1O
  A = 0.3	B = 1523	C = 5.4	D = -0.3	E = .	F = 5.6	G = -4.4	H = 0.331	I = 3.6	J = 1.1	K = 6.6
> Cn1cnc2c1c(=O)n(CC(O)CO)c(=O)n2C (stereo not drawn)
  A = 1.6	B = 1469	C = -3.8	D = 2.2	E = -13.5	F = 1.3	G = -9.9	H = .	I = -1.1	J = 3.6	K = -1.6

The whole of this part, from the start:
Labels used below: A = RAM network inh; B = SRC2 TRFRET art; C = PPARg SRC-2 ag; D = DTT redox prof; E = S1P3 antagonist; F = PPARg SRC-1 ag; G = Lmaj promast; H = ROMK mod; I = Efa HMGR inh; J = bIAP inhibitor; K = PPARg SRC-3 ag
> COc1cc(/C=N/NC(=O)CCc2c(C)n[nH]c2C)ccc1O
  A = 0.3	B = 1523	C = 5.4	D = -0.3	E = .	F = 5.6	G = -4.4	H = 0.331	I = 3.6	J = 1.1	K = 6.6
> Cn1cnc2c1c(=O)n(CC(O)CO)c(=O)n2C (stereo not drawn)
  A = 1.6	B = 1469	C = -3.8	D = 2.2	E = -13.5	F = 1.3	G = -9.9	H = .	I = -1.1	J = 3.6	K = -1.6
> O=C(NC(=S)Nc1ncccn1)c1ccccc1Cl
  A = 2.0	B = 1537	C = -2.1	D = -0.4	E = -11.1	F = -0.7	G = 12.2	H = -0.273	I = -0.3	J = -7.4	K = 3.1
> CC(=O)Nc1ccc(NC(=O)CNS(=O)(=O)c2ccc(C)cc2)cc1
  A = -0.3	B = 1533	C = -1.6	D = 0.7	E = -14.3	F = -5.0	G = -3.2	H = 0.0142	I = 1.0	J = 6.3	K = -4.3
> CCN(CC)c1ccc(NC(=O)COc2ccccc2C#N)cc1S(=O)(=O)Nc1ccccc1OC
  A = 6.2	B = 1634	C = 8.5	D = -0.1	E = -9.6	F = 9.3	G = -5.0	H = -0.967	I = -2.2	J = 7.5	K = 1.8
> COc1ccc([C@H]2[C@H](C(=O)C(C)(C)C)N3N=Cc4ccccc4C3[C@]23N=C(c2ccccc2)OC3=O)cc1OC (stereo partly drawn)
  A = 2.1	B = 1743	C = 8.2	D = -0.8	E = .	F = -1.3	G = -7.0	H = .	I = -4.6	J = -7.5	K = 8.8
> COc1ccc(OCCCC(=O)Nc2cccc(SC)c2)cc1
  A = 4.1	B = 1642	C = 18.1	D = -0.1	E = -9.9	F = 5.5	G = -1.6	H = .	I = -6.0	J = 26.9	K = 1.5
> COc1ccccc1/C=C/CN1CCCC(CCC(=O)NCc2ccc(F)c(F)c2)C1 (stereo not drawn)
  A = 1.7	B = 1537	C = -1.0	D = 0.0	E = -3.8	F = 8.4	G = 10.7	H = -1.82	I = -0.8	J = -3.3	K = 5.5
> CCOC(=O)C1(Cc2cccc(Cl)c2)CCCN(C(=O)C2CC2)C1 (stereo not drawn)
  A = 0.2	B = 1531	C = -4.8	D = -1.4	E = -0.2	F = 0.6	G = -0.8	H = .	I = -0.8	J = -20.7	K = -1.0
> CCCC(=O)Nc1ccccc1N1CCN(C(=O)C(C)C)CC1
  A = 0.8	B = 1661	C = -8.7	D = 2.2	E = -8.7	F = 0.8	G = -4.1	H = -0.274	I = 1.9	J = 0.5	K = -1.2
> C=CCNC(=O)COc1ccc(S(=O)(=O)N2CCCC2)cc1
  A = 1.2	B = 1255	C = -8.1	D = -0.6	E = -10.5	F = -0.9	G = 3.1	H = 0	I = -6.2	J = 4.7	K = -2.6
> COCc1cc(S(=O)c2ccc(Cl)cc2)nc(C)n1 (stereo not drawn)
  A = -1.2	B = 1476	C = -4.7	D = 0.4	E = -16.1	F = -11.2	G = 98.5*	H = -0.321	I = -1.3	J = -5.7	K = -2.5
> Cc1ccc(NCc2nnc(SCC(N)=O)o2)c(C)c1
  A = -0.1	B = 1488	C = -2.3	D = -0.4	E = -7.4	F = -2.5	G = -9.0	H = .	I = 0.2	J = 2.1	K = -3.7
> Cc1ccc(-c2cc(-c3nnc(SCC(=O)N(C)CCC#N)n3N)c3ccccc3n2)cc1
  A = 1.5	B = 1592	C = -0.4	D = 1.3	E = 9.3	F = -7.2	G = -1.6	H = .	I = -0.2	J = 10.0	K = 8.2
> CCN(CC)c1ccc(/C=C(/C#N)c2nc3ccccc3[nH]2)c(OC(C)C)c1
  A = 2.1	B = 1704	C = 2.1	D = -3.0	E = .	F = -3.3	G = 98.1*	H = .	I = -0.3	J = 43.8	K = 1.7

Three of the entries above in order of their number in S1P3 antagonist, low to high:
mol | S1P3 antagonist
COCc1cc(S(=O)c2ccc(Cl)cc2)nc(C)n1 (stereo not drawn) | -16.1
O=C(NC(=S)Nc1ncccn1)c1ccccc1Cl | -11.1
CCOC(=O)C1(Cc2cccc(Cl)c2)CCCN(C(=O)C2CC2)C1 (stereo not drawn) | -0.2

(next part)
Labels used below: A = RAM network inh; B = SRC2 TRFRET art; C = PPARg SRC-2 ag; D = DTT redox prof; E = S1P3 antagonist; F = PPARg SRC-1 ag; G = Lmaj promast; H = ROMK mod; I = Efa HMGR inh; J = bIAP inhibitor; K = PPARg SRC-3 ag
> COc1ccc(Cl)cc1N(CC(=O)N1CCCCC1)S(C)(=O)=O
  A = -0.1	B = 1477	C = 5.7	D = -1.0	E = -4.8	F = 5.9	G = -4.5	H = -0.242	I = -3.4	J = -14.9	K = -1.4
> CC(Cc1cccs1)NC(=O)c1cccc(Cl)c1 (stereo not drawn)
  A = -0.7	B = 1566	C = 7.0	D = -0.5	E = -3.8	F = 0.3	G = -6.7	H = 0.213	I = 0.0	J = 16.1	K = 7.4
> O=C(c1nc2ccccc2s1)N1CCN(c2ccccn2)CC1
  A = -0.6	B = 1530	C = 4.2	D = 1.6	E = -2.6	F = 1.8	G = -6.3	H = -0.314	I = -3.6	J = 16.1	K = 0.3
> O=C(COC(=O)C1(c2cccc(F)c2)CCCC1)NCc1ccc2c(c1)OCO2
  A = 0.7	B = 1675	C = 6.3	D = 0.2	E = 8.8	F = 4.7	G = 16.6	H = .	I = -3.1	J = 22.6	K = 5.4
> COc1ccc(N2CCN(C(=O)c3cc(-c4cccs4)nc4ccccc34)CC2)cc1
  A = 5.5	B = 1691	C = 3.7	D = -2.2	E = -0.5	F = -6.1	G = 18.7	H = -0.574	I = 2.6	J = 1.0	K = -2.1
> O=C(Oc1ccc(OC(=O)N2CCCCC2)cc1)c1ccccc1
  A = 4.2	B = 1707	C = 0.1	D = 0.8	E = -2.1	F = 0.8	G = -6.9	H = -0.0632	I = 2.4	J = 4.5	K = -0.1
> CC(C)CC(=O)NNC(=S)Nc1ccc(S(N)(=O)=O)cc1
  A = -0.2	B = 1555	C = 1.8	D = -1.2	E = -6.1	F = 15.7	G = -5.5	H = 0.0538	I = -2.9	J = -28.6	K = 2.0
> COCCNC(=O)C(c1ccc(C)o1)N(Cc1ccc(F)cc1)C(=O)Cn1nnc2ccccc21 (stereo not drawn)
  A = 1.9	B = 1543	C = -1.2	D = 0.6	E = 18.7	F = 4.1	G = 3.1	H = -1.41	I = -2.7	J = 5.8	K = -5.3
